D1 PAM = human D1 dopamine receptor positive modulation; P21728; potentiation, % at 10 µM; HEK293 TREx D1 cells, calcium flux, dopamine EC20 potentiation; 360,000 compounds, 0.036% hits; in the data active = potentiation above about 30%; also: 0% is about no effect
D2 agonist = D2 dopamine receptor (human) agonism; P14416; HEK293 T-REx D2 cells, calcium flux agonist mode; activation, % at 2 µM; 340,000 compounds, 0.53% hits;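 active = activation over 3 SD above normal in the single-dose calcium agonist read, cut at about 30% in these data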; also: 0% is about no effect
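In this primary screen, compounds producing a positive calcium signal within 180 s of addition to tetracycline-induced, force-coupled HEK293 Trex D2 cells are flagged; cells are dye-loaded with a no-wash calcium kit beforehand.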
TRHR agonist = activates the human TRH receptor; P34981; TRHR cells, calcium flux fluo-8, FDSS agonist mode; activation, % at 2 µM; 360,000 compounds, 0.18% hits; also: 0% is about no effect
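In this calcium-flux screen, cells bearing human TRHR are dye-loaded with fluo-8, baselined for 10 cycles, then exposed to library compounds; positive kinetic calcium responses during the agonist phase mark hits, with TRH as control.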
D2 PAM = D2 dopamine receptor (human) potentiation; potentiation, % at 10 µM; P14416; 340,000 compounds, 0.34% hits; HEK293 T-REx D2, calcium flux, EC20 dopamine potentiation;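 active = potentiation over 3 SD above the plate norm, cut at about 30% in these data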; also: 0% is about no effect
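Primary screen. Calcium kinetics in induced HEK293 T-REx D2 cells: compound pre-addition 180 s, EC20 dopamine, 180 s more.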
RXFP1 antagonist = RXFP1 (human) relaxin receptor antagonism; AID 1259400; activity change, negative = inhibition, % at 57.5 µM; HEK293-RXFP1, relaxin-stimulated cAMP HTRF, 30 min; hits give low values; 350,000 compounds, 0.59% hits; Q9HBX9;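 active = activity change of -60% or lower, but not beyond a set lower limit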; also: % is scaled to controls: 0 for no effect and ±100 for the full control effect
Target sequence (Q9HBX9 whole entry, looked up): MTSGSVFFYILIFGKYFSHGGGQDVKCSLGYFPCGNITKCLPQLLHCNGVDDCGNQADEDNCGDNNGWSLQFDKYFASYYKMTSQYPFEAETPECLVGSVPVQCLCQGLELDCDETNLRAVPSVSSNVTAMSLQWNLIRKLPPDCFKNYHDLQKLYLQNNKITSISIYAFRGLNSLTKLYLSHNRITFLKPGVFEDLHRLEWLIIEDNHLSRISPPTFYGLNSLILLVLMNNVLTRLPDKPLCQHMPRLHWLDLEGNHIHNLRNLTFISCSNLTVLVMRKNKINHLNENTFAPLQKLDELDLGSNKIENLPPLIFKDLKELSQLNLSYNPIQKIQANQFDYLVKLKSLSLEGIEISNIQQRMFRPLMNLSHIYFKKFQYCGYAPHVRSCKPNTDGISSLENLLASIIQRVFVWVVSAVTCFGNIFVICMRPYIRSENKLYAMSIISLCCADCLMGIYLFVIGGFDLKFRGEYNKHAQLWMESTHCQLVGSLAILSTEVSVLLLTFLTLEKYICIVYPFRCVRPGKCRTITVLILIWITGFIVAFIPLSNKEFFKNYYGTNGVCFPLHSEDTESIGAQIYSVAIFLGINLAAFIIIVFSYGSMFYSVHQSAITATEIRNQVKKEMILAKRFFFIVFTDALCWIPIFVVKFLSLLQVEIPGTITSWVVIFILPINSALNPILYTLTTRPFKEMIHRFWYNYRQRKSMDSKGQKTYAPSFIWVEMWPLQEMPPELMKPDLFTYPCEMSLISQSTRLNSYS
D2 antag = antagonizes the human D2 dopamine receptor. 340,000 compounds, 2% hits. P14416. inhibition, % at 10 µM. HEK293 TREx D2 cells, calcium flux, dopamine EC80. AID 485344; in the data active = inhibition above about 30%; also: 0% is about no effect
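Tetracycline-induced HEK293 TREx cells expressing D2 receptor forced-coupled to calcium signalling, loaded with no-wash calcium dye. Compounds added and calcium flux read 180 s, then dopamine added at EC80 and read a further 180 s.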
D1 agonist = human D1 receptor agonism; AID 504660; activation, % at 2 µM; 360,000 compounds, 1% hits; P21728; HEK293 T-REx D1 cells, calcium flux, agonist mode; also: 0% is about no effect
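Tetracycline-induced HEK293 TREx D1 cells, force-coupled to calcium signalling, were dye-loaded with a no-wash calcium kit. Compound was pin-added after a 10 s baseline. Fluorescence was read kinetically at 1 cycle/s for 180 s, with calcium rises flagged as agonism.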
D1 antag = blocks dopamine activation of the human D1 receptor. activity change, negative = inhibition, % at 10 µM. P21728. HEK293 TREx D1 cells, calcium flux, dopamine EC80; hits give low values. 360,000 compounds, 3.2% hits; in the data active = activity change below about -30%; also: % is scaled to controls: 0 for no effect and ±100 for the full control effect
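Compound effects on dopamine-evoked calcium signalling were measured in tetracycline-induced HEK293 Trex D1 cells. Dopamine at EC80 followed a 180 s compound pre-read, and fluorescence was tracked kinetically for 180 s more.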
TRHR PAM = allosteric enhancers of human TRH receptor; P34981; TRHR cells, fluo-8 calcium fluorescence, EC20 TRH enhancement; enhancement, % at 2 µM; 360,000 compounds, 0.66% hits; in the data active = enhancement above about 30%; also: 0% is about no effect
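Enhancer read-out: after compound pinning and an initial kinetic agonist-mode read, an EC20 of TRH (10 nM final) was injected and fluo-8 calcium signal (Ex 480/Em 530) followed at 1 s/cycle for 100 cycles in TRHR-expressing cells.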
* = called active by the depositor; x = no result given; & = joins results of further samples. Rule as the data show it, unless noted: active = activation above about 30%; inactive = the rest.

Start of the data: the first four records, to show the layout:
SMILES	D1 PAM	D2 agonist	TRHR agonist	D2 PAM	RXFP1 antagonist	D2 antag	D1 agonist	D1 antag	TRHR PAM
CC(C)(C)OC(=O)N1CCC(C(=O)N[C@@H](Cc2c[nH]c3ccccc23)C(=O)O)CC1	-6	0.6	1.6	-4	-6	-25	6	-13	0
CSc1ccc2[nH]c(=O)cc(C)c2c1	-1	0.8	-0.5	-6	0	14	3	-13	4
O=C(Nc1nnc(SCCN2CCOCC2)s1)C1CC(=O)N(c2ccccc2)C1 (centres undefined)	20	0.8	0.2	-1	-13	-7	5	9	-2
CC(C)c1ccc(/C=N/NC(=O)c2nnn(-c3nonc3N)c2CN2CCOCC2)cc1	-3	1.2	-0.1	4	4	13	0	16	-1

All compounds of this part, previewed entries included:
SMILES	D1 PAM	D2 agonist	TRHR agonist	D2 PAM	RXFP1 antagonist	D2 antag	D1 agonist	D1 antag	TRHR PAM
CC(C)(C)OC(=O)N1CCC(C(=O)N[C@@H](Cc2c[nH]c3ccccc23)C(=O)O)CC1	-6	0.6	1.6	-4	-6	-25	6	-13	0
CSc1ccc2[nH]c(=O)cc(C)c2c1	-1	0.8	-0.5	-6	0	14	3	-13	4
O=C(Nc1nnc(SCCN2CCOCC2)s1)C1CC(=O)N(c2ccccc2)C1 (centres undefined)	20	0.8	0.2	-1	-13	-7	5	9	-2
CC(C)c1ccc(/C=N/NC(=O)c2nnn(-c3nonc3N)c2CN2CCOCC2)cc1	-3	1.2	-0.1	4	4	13	0	16	-1
Cc1cccc(-c2nc3ccccc3c(=O)n2NC(=O)Cc2ccc(Cl)cc2)c1	2	1.5	0.5	2	2	-9	10	3	-10
C#CCN(Cc1ccccc1)S(=O)(=O)C=C	5	-0.9	-0.7	0	x	0	-2	-12	3
Cc1cc(S(=O)(=O)Nc2c(C)nc3nc[nH]n3c2=O)ccc1F	5	0.1	0.0	8	8	-1	2	-10	3
COc1ccccc1CN1CC(C(=O)NCc2cc(C)on2)CCC1=O (centres undefined)	-8	0.3	-0.5	13	-16	-12	0	-11	0
COC(=O)CSc1nsc(SCC(=O)OC)c1C#N	-7	0.5	-0.4	-2	-12	-6	2	-7	-5
CS(=O)(=O)N1CCC(C(=O)Nc2ccc(Cl)cc2)CC1	-10	0.5	1.6	-8	-1	26	3	-4	1
COc1ccc(CN2C3CCC2CC(NC(=O)c2cccc(F)c2)C3)cc1 (centres undefined)	-11	0.0	0.4	-26	-2	81*	8	-26	-10
COc1ccccc1NC(=O)CC1CCCC1	-5	0.2	-0.2	-3	-1	-8	1	1	4
O=C(NCc1ccco1)/C(=C\c1ccco1)NC(=O)c1ccc(Br)o1	-5	x	0.3	10	-6	x	-2	-6	-5
CCOC(=O)c1oc2c(O)c(O)ccc2c(=O)c1-c1nncn1-c1ccccc1	-4	-0.5	-0.5	2	-5	4	4	-14	-5
COc1cc2nc(SCc3ccc(F)cc3)n(Cc3cccs3)c(=N)c2cc1OC	6	0.5	1.6	2	4	5	1	0	-3
CCC(C(=O)NNC(=O)c1cnccn1)c1ccccc1 (centres undefined)	-5	0.0	1.8	-23	-7	2	4	6	-7
Cc1ccc(-c2nnc(C)c(N3CCOCC3)n2)cc1	1	-0.1	0.2	-8	-9	-9	1	3	-2
COc1ccc(NC(=O)CC2C(=O)N(c3ccc(Cl)cc3)C(=S)N2CCc2ccccn2)cc1 (centres undefined)	7	-0.5	0.1	6	x	2	5	1	11
COc1ccc(SCCCn2c(=O)c3c(ncn3C)n(C)c2=O)cc1	-7	0.6	0.8	-5	10	-12	4	-7	9
Cc1cccc(Cc2c(C)nc3nc(SCc4ccccc4C)nn3c2C)c1	-1	0.5	0.8	13	-9	x	8	4	4
O=S(=O)(Nn1cnnc1)c1ccccc1	-4	0.0	0.0	-2	8	4	-3	6	-2
Cc1ccc(C(=O)NCCc2ccc(S(N)(=O)=O)cc2)cc1-n1cnc2cccnc21	1	x	0.1	0	-2	x	0	-9	5
CCCC(CCC)c1nnc(NC(=O)c2ccco2)s1	1	x	0.0	2	-23	x	7	-1	6
CCC1C/C(=C\c2cc(OC)c(OC)cc2OC)C(=O)/C(=C/c2cc(OC)c(OC)cc2OC)C1 (centres undefined)	-11	2.7	4.3	6	-22	-7	22	2	5
O=C(Nc1nnc(SCC(=O)N2CCOCC2)s1)c1ccccc1	-3	-0.1	0.2	1	11	3	0	-6	-1
C/C(Cc1ccccc1)=N\NC(=O)CNC(=O)c1ccc(Cl)cc1Cl	0	-1.6	0.8	-10	-17	-5	3	9	4
CC1CCN(c2nc3c(c(=O)[nH]c(=O)n3C)n2Cc2ccccc2Cl)CC1	1	x	-1.2	4	x	x	2	-1	-3
CCOC(=O)c1ccc(NC(=O)c2sc3nc4n(c(=O)c3c2C)CCC4)cc1	-3&3	-0.3&-0.8	0.1&-0.1	-11&8	15&-1	-15	15&0	7&-18	-5&18
COc1cccc2c1C(=O)c1c(O)c3c(c(O)c1C2=O)C[C@@](O)(C(=O)CO)C[C@@H]3O[C@H]1C[C@H](N)[C@H](O)[C@H](C)O1	-4	2.3	13	2	-11	11	34*	-7	-3
COc1ccc(-c2[nH]ncc2CNCCCSC)cc1F	-1	0.8	0.6	3	-4	-29	1	-5	0
Cc1nn(Cc2c(Cl)cccc2Cl)c(C)c1N	-7	x	-0.2	x	-2	x	-3	-11	4
CC(OC(=O)c1cccc(S(=O)(=O)N2CCCC2)c1)C(=O)c1ccccc1 (centres undefined)	-10	0.6	0.2	12	-4	-5	3	-10	1
CCOCCCNC(=O)C1(O)c2ccccc2NC(=O)N1c1ccc(Cl)cc1 (centres undefined)	-9	-0.6	1.0	4	3	2	12	-19	-2
O=C(/C=C/c1ccco1)NCc1ccco1	0	0.0	-0.5	11	-10	-1	2	2	0
O=C(NC1CCCCC1)C1CCN(c2nccs2)CC1	7	0.9	-0.1	-13	-1	7	1	-4	-2
S=C(c1ccc(-c2cc(Cl)ccc2Cl)o1)N1CCCCC1	10	-0.8	-0.5	-2	0	-5	6	-7	7

Part of the list above in order of formula weight, rising:
SMILES	D1 PAM	D2 agonist	TRHR agonist	D2 PAM	RXFP1 antagonist	D2 antag	D1 agonist	D1 antag	TRHR PAM
O=C(/C=C/c1ccco1)NCc1ccco1	0	0.0	-0.5	11	-10	-1	2	2	0
O=C(NC1CCCCC1)C1CCN(c2nccs2)CC1	7	0.9	-0.1	-13	-1	7	1	-4	-2
O=C(Nc1nnc(SCC(=O)N2CCOCC2)s1)c1ccccc1	-3	-0.1	0.2	1	11	3	0	-6	-1

The listing continues.
SMILES	D1 PAM	D2 agonist	TRHR agonist	D2 PAM	RXFP1 antagonist	D2 antag	D1 agonist	D1 antag	TRHR PAM
O=C(NN1C(=O)c2ccccc2C1=O)C1C2CCCCC21 (centres undefined)	-11	-0.6	0.2	1	-9	-4	2	4	-6
CCOC(=O)N1CCN(CC(O)COc2ccc(OC)cc2C(C)(C)C)CC1 (centres undefined)	-6	0.8	0.7	-3	-5	-2	5	8	-3
COc1ccccc1NS(=O)(=O)c1ccc(Cl)c(NC(=O)c2sc3cc(Cl)ccc3c2Cl)c1	-1	0.3	0.5	4	-5	0	1	10	2
Cc1ccc(CSc2nc3sc(C)c(C)c3c(=O)n2Cc2ccco2)cc1	-3	0.2	0.6	-20	-13	1	2	-1	1
COc1cc2c(cc1OC)C(c1ccc([N+](=O)[O-])cc1)N(C(C)=O)CC2 (centres undefined)	1	0.8	0.5	-7	-19	4	10	3	-4
Cc1nn(CC(=O)Nc2ccccn2)c(=O)c2ccccc12	-7	0.2	0.0	1	2	-6	2	4	3
CC1Nc2ncnc(N3CCN(c4ccccc4)CC3)c2N(Cc2ccc(Br)cc2)C1=O (centres undefined)	0	1.4	0.5	16	x	0	-1	-18	1
O=C(CSc1ccc2c(c1)OCCO2)Nc1ccc(Br)cn1	-7	-0.8	-0.2	-8	1	0	5	-8	2
Cc1ccc(-c2cc(C(=O)NC3CCCC3)no2)cc1	0	0.0	-0.1	6	-13	-24	2	1	13
CC(C)c1ccc(C(=O)Nc2nnc(S(=O)(=O)N3CCCCC3)s2)cc1	1	0.7	0.1	4	0	-12	5	-16	-2
CC(=O)Nc1cc(C)c(S(C)(=O)=O)c(C)c1	3	x	0.5	x	-7	x	2	0	0
CC(=O)c1cccc(NC(=O)NCCc2ccc(Cl)cc2)c1	-1	-0.4	-0.4	-20	-8	-16	10	7	6
O=C(Nc1cccc(C(=O)O)c1)/C(=C\c1ccco1)NC(=O)c1ccccc1	0	0.5	2.0	-2	2	-8	2	-1	4
Cc1cccc(C(=O)N(c2ccccn2)C(C)c2ccco2)c1 (centres undefined)	-4	1.4	-0.4	-2	-15	-12	2	-13	0
NC(=O)C1CCN(C(=O)CN(c2cccc(C(F)(F)F)c2)S(=O)(=O)c2ccccc2)CC1	4	x	0.2	x	0	x	2	0	2
COc1ccc(N2CCN(C(=O)c3sc4ncn(CC(=O)N5CCCCC5)c(=O)c4c3C)CC2)cc1	-4	x	0.7	x	-8	x	3	-2	1
O=C1CN(C(=O)/C=C/c2ccc(Cl)cc2)c2ccccc2N1	3	2.1	0.4	-3	-2	-5	1	-12	2
COc1ccc(/C=C/C(=O)c2cc3cccc(OC)c3oc2=O)cc1	2	-5.2	-0.3	-9	-12	27	8	2	-4
CN(C)c1ccc(/C=C/C(=O)c2ccc(O)cc2)cc1[N+](=O)[O-]	-2	1.3	-1.1	-6	-10	3	8	-31*	3
Cc1ccc(S(=O)(=O)CCC(=O)OCC(=O)c2ccc(C)c(C)c2)cc1	-10	-0.2	0.2	1	-2	1	11	-31*	4
CCc1ccc(OCCCOc2ccc(C=O)cc2)cc1	2	0.9	0.5	-29	-14	-11	2	-11	-8

Bioassay records as filed in PubChem.
